# BLM helicase inh = qHTS Assay for Inhibitors of Bloom's syndrome helicase (BLM); RecQ-like DNA helicase BLM (Homo sapiens), P54132; recombinant BLM DNA unwinding, fluorescence dequenching; Potency, µM (titrated, usually from 56.1 µM), without a hit: top-dose activity change, negative = inhibition, hits mostly inhibitors; 350,000 tested, 0.2% active; AID 2528, 2010;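 also: potency is read from the fitted curve at half-maximal effect; plate controls were vehicle for no effect and no enzyme for full effect; nearly all actives have a fitted effect of over 35% in size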
# Pol iota inh = qHTS for Inhibitors of Polymerase Iota; DNA polymerase iota (Homo sapiens), Q9UNA4; 390,000 tested, 1% active; Pol iota fluorescent replication assay, 10 min; Potency, µM (top dose mostly 115 µM), inactives show top-dose activity, negative = inhibition, usual class: inhibitors; also: potency is read from the fitted curve at half-maximal effect
#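 Pol iota at 10 nM preincubated 15 min with compounds at room temperature; reaction started with fluorescent substrate, 50 nM final. Fluorescence read kinetically at 0 and 10 min; buffer-only wells as negative control.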
# Pol eta inh = qHTS for Inhibitors of Polymerase Eta; recombinant Pol eta, fluorescent DNA replication assay; Potency, µM (series often up to 114 µM), for inactives: at the top dose activity change, negative = inhibition, usual class: inhibitors; 390,000 tested, 1.2% active; AID 588591, 2011; also: potency is read from the fitted curve at half-maximal effect; % is scaled to controls: 0 for no effect and ±100 for the full control effect
#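 Fluorescent replication assay: 50 nM final substrate added after a 15 min room-temperature compound preincubation with 10 nM enzyme. Signal taken at 0 min and again at 10 min.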
# RXFP1 antag = qHTS Assay for Antagonists of the Relaxin Receptor RXFP1. Relaxin receptor 1 (Homo sapiens), Q9HBX9. HEK293-RXFP1, relaxin-stimulated cAMP HTRF, 30 min; active compounds read low. activity change, negative = inhibition, % at 57.5 µM. 350,000 tested, 0.59% active. AID 1259400, 2018;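 active = activity change of -60% or lower, but not beyond a set lower limit; inconclusive = change between -60% and -40%, or beyond the set limit; inactive = change above -40%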; also: % is scaled to controls: 0 for no effect and ±100 for the full control effect
# Pol beta inh = qHTS Assay for Inhibitors of DNA Polymerase Beta; P06746; Pol beta primer extension/strand displacement, fluorescence kinetic; Potency, µM (series often up to 114 µM), for the others: at the highest dose activity change, negative = inhibition, hits mostly inhibitors; 340,000 tested, 1.3% active; AID 485314, 2010; also: potency is read from the fitted curve at half-maximal effect; % is scaled to controls: 0 for no effect and ±100 for the full control effect
#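 10 nM enzyme + cpd, 15 min RT; start with substrate 50 nM final; read 0 min and after 10 min RT. Corrected, normalized data; 4-parameter Hill curve fit.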
# Apoferritin bind = qHTS Assay for Identification of Novel General Anesthetics. apoferritin/1-aminoanthracene competitive binding, fluorescence. Potency, µM (titrated, usually from 77.5 µM), for the others: at the top dose activity change, negative = displacement, usual class: inhibitors. 350,000 tested, 0.074% active. Ferritin light chain (Equus caballus), P02791; also: potency is read from the fitted curve at half-maximal effect; % is scaled to controls: 0 for no effect and ±100 for the full control effect; nearly all actives have a fitted effect of over 20% in size
#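 Read-out: endpoint 1-AMA fluorescence, excitation 380 nm and emission 535 nm, after compounds sit 10 min at room temperature with 10 uM horse-spleen apoferritin in 50% saturated 1-AMA/PBS. Values come from four-parameter Hill fits.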
# APE1 inh = qHTS Assay for Inhibitors of the Human Apurinic/apyrimidinic Endonuclease 1 (APE1). recombinant APE1, TAMRA/BHQ-2 abasic DNA cleavage fluorescence. Potency, µM (titrated, usually from 65.8 µM), without a hit: at the highest dose activity change, negative = inhibition, usual class: inhibitors. 350,000 tested, 0.35% active;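 also: potency is read from the fitted curve at half-maximal effect; plate controls were vehicle for no effect and reference inhibitor for full effect; nearly all actives have a fitted effect of over 55% in size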
#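 Endonuclease cleavage of a quenched abasic-site DNA duplex (50 nM) by APE1 (0.75 nM) was tracked by TAMRA dequenching. Compounds were preincubated with enzyme 15 min at room temperature; data normalized to buffer-only and DMSO wells plus NSC13755 control.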
# Pol kappa inh = qHTS for Inhibitors of Polymerase Kappa. DNA polymerase kappa (Homo sapiens), Q9UBT6. purified Pol kappa, fluorescent DNA synthesis assay, 10 min. Potency, µM (doses to about 107 µM), for the others: top-dose activity, negative = inhibition, usual class: inhibitors. 400,000 tested, 0.53% active. AID 588579, 2011; also: potency is read from the fitted curve at half-maximal effect; % is scaled to controls: 0 for no effect and ±100 for the full control effect
#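 Kinetic fluorescence screen: compound preincubated 15 min RT with 10 nM enzyme; 50 nM substrate (final) initiates; reads at 0/10 min.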
# PGK inhibitor = qHTS Assay to Find Inhibitors of Phosphoglycerate Kinase; PGK/GAPDH coupled, Kinase-Glo luminescence, 60 min; Potency, µM (highest dose often 57.5 µM), inactives show top-dose activity change, negative = inhibition, hits mostly inhibitors; 380,000 tested, 0.043% active; AID 602233, 2012; also: potency is read from the fitted curve at half-maximal effect; % is scaled to controls: 0 for no effect and ±100 for the full control effect; nearly all actives have a fitted effect of over 60% in size
#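 Luminescent ATP detection (Kinase-Glo Plus) follows a 60-minute room-temperature incubation, with wells lacking PGK as controls. Buffer: 100 mM TEA (pH 7.6), 5 mM MgCl2, 0.01% Tween-20. Coupling enzyme GAPDH (100 nM final) supplies unstable 1,3-BPG in-well.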
# Starred values were filed as active, the others as inactive; i = inactive; ? = inconclusive; · = no result given; & = joins results of further samples; [ ] = remark or other dose. Unless noted, calls follow the shape of the dose curve; as a rule, active = well fitted curve in the direction sought with a large enough effect; inconclusive = small, poorly fitted or top-dose-only effect, or another doubt; inactive = no such curve, though single readings can be large; an effect the other way counts as inactive or inconclusive.
# Preview, 2 compounds:
compound	BLM helicase inh	PGK inhibitor	RXFP1 antag	Pol eta inh	Pol beta inh	Pol iota inh	APE1 inh	Apoferritin bind	Pol kappa inh
CC(=O)C1=C(O)C(=O)N(c2ccccn2)C1c1ccccc1[N+](=O)[O-] (stereo not given)	2%	-9%	-5	-3%	2%	11%	56%[activator]	-2%	8%
Cc1oc2cc3oc(=O)c(CCC(=O)NCCCN4CCOCC4)c(C)c3cc2c1C	2%	-9%	·	-15%	39%	30%	7%	10%	9%

# The list itself (from the top)
compound	BLM helicase inh	PGK inhibitor	RXFP1 antag	Pol eta inh	Pol beta inh	Pol iota inh	APE1 inh	Apoferritin bind	Pol kappa inh
CC(=O)C1=C(O)C(=O)N(c2ccccn2)C1c1ccccc1[N+](=O)[O-] (stereo not given)	2%	-9%	-5	-3%	2%	11%	56%[activator]	-2%	8%
Cc1oc2cc3oc(=O)c(CCC(=O)NCCCN4CCOCC4)c(C)c3cc2c1C	2%	-9%	·	-15%	39%	30%	7%	10%	9%
OCCNC(=S)Nc1ccc2c(c1)OCCO2	1%	9%	-12	-20%	0%	70%[activator]	0%	4%	-5%
COc1cccc(NC(=O)C(c2ccccc2)N2CCN(c3ccccn3)CC2)c1 (stereo not given)	-6%	0%	-10	1%	11%	58%[activator]	-1%	0%	-5%
CCN(CC)S(=O)(=O)c1ccc(Cl)c(NC(=O)COC(=O)c2ccc([N+](=O)[O-])o2)c1	-5%	-6%	-4	-15%	-13%	?	1%	?	-16%
CC1CCCCN1CCCNC(=O)c1ccc2c(=O)n(CCc3ccccc3)c(=O)[nH]c2c1 (stereo not given)	-9%	8%	-1	-11%	0%	19%	-4%	-14%	-11%
O=C(COc1ccc(Cl)cc1)NNC(=O)c1ccccc1C(=O)O	3%	-3%	1	-11%	1%	-16%	-1%	?	-18%
COc1ccc(S(=O)(=O)N2CCCCCC2)cc1NC(C)C(=O)Nc1ccc(NC(C)=O)cc1 (stereo not given)	·	-9%	-3	-15%	·	18%	·	·	-2%
CCOc1ccc2nc(NC(=O)C3=NNC(=O)CC3)sc2c1	-10%	-9%	14	-16%	11%	146%[activator]	-3%	-6%	1%
N#C/C(=C/c1cccs1)c1nc2ccccc2[nH]1	-12%	3%	-2	-2%	0%	45%[activator]	-8%	-18%	-12%
Nc1nc(-c2ccco2)nn1C(=O)c1ccccc1	-4%	-1%	·	-17%	2%	14%	-4%	-7%	0%
CCOC(=O)c1c(NC(=O)COC(=O)c2ccc(C)s2)sc2c1CC(C)(C)NC2(C)C	·	-6%	-4	-11%	·	0%	2%	·	-12%
CCNC(=S)Nc1cc(OCC)c(N2CCOCC2)cc1OCC	3%	7%	3	-7%	23%	7%	16%	1%	-4%
N#CC1=C(N)Oc2cc3c(cc2C1c1ccc(Cl)cc1)OCO3 (stereo not given)	-16%	4%	-26	-4%	-4%	?	-5%	-18%	-3%
CN(C)S(=O)(=O)c1cccc(C(=O)N=C2N=C3C=CC(Cl)=CN3Cc3ccccc32)c1	-3%	-6%	-11	?	-22%	-10%	-4%	-4%	-9%
CCCCN(CCCC)CCCNC(=O)Cn1cc2c(n1)-c1c(oc(C(=O)N3CCCC3)c1C)CC2	-6%&-7%	-7%&7%	1&9	1%&9%	-3%&9%	-23%&31%	33%[activator]	-16%&3%	-4%&-9%
Cc1ccc(S(=O)(=O)N2[C@@H](c3ccc(F)cc3)C(C(=O)O)=CC[C@H]2c2ccc(Cl)cc2)cc1	·	-7%	·	1%	·	-8%	19%	·	-21%
O=C(CCN1C(=O)/C(=C/c2cccc(Br)c2)SC1=S)Nc1cccnc1	-3%	-5%	-3	?	-2%	-4%	-9%	1%	-3%
COc1cccc(CC(NC(C)=O)C(=O)NC2CCN(c3c(Cc4ccccc4)c(C)nc4ncnn34)CC2)c1OC (stereo not given)	-3%	-1%	-9	-2%	22%	187%[activator]	3%	-13%	-1%
Cc1cc(C)cc(NC(=O)Cn2c(=O)oc3cc(S(=O)(=O)N4CCC(C)CC4)ccc32)c1	-8%	i	·	-23%	-1%	?	-11%	-20%	1%
O=C(Nc1ccc(Oc2ccccc2)cc1)C1CCN(S(=O)(=O)c2ccccc2)CC1	-9%	-6%	-23	-14%	1%	17%	·	31%[activator]	-2%
COc1cc(/C=N/NC(=O)c2ccncc2)ccc1OC(=O)c1ccc([N+](=O)[O-])cc1	-7%	-6%	-5	-12%	-21%	-4%	-10%	?	-8%
c1ccc(CSc2nnc(-c3ccco3)c(-c3ccco3)n2)cc1	14µM*	?	?	22µM*	7.9µM*	7.9µM*	10µM*	-1%	20µM*
CCCN1CCC(=O)N(CCSc2ccc(OC)cc2)CC1	-14%&0%	i	·	-7%	25%	35%&18%[activator]	2%&15%	0%&5%	-18%&9%
COc1ccc(NS(=O)(=O)c2ccc(-c3ccccn3)s2)cc1	·	-2%	8	-1%	·	1%	·	·	-15%
COc1cccc(CNC(=O)C(=O)NCC(c2cccs2)S(=O)(=O)c2ccccc2)c1 (stereo not given)	-3%	i	-14	-19%	-2%	12%	·	24%	2%[60.1 µM]
O=C(COc1ccc(S(=O)(=O)N2CCOCC2)cc1Cl)NCc1ccco1	-2%	6%	-8	-8%	68%	20%	-10%	4%	-8%
O=C(CCc1ccccc1)NCCSc1ccccc1	0%	2%	1	1%	10%	-2%	-1%	-14%	-3%
O=C(Cc1ccc(F)cc1)Nc1ccccc1N1CCCC1	-3%	-5%	-7	-10%	2%	1%	41%	?	5%
COc1ccc(S(=O)(=O)C(C#N)c2nc3ccccc3nc2N2CCC(C)CC2)cc1 (stereo not given)	-15%	·	·	·	12%	·	19%	-1%	·
COc1ccc(CN2CCCCCC2)c(C)c1C	4%	-2%	-6	-3%	-17%	11%	4%	2%	-7%
CCCCOc1ccc(S(=O)(=O)N2CCCCC2)cc1	-4%	-1%	-7	-7%	14%	-12%	-4%	-4%	-10%
CSc1ccccc1NC(=O)CN(C)CC(=O)NCC(=O)Nc1ccc(F)cc1	·	5%	-27	-5%	·	21%	-3%	·	-7%
Cc1cc(/C=N/NC(=O)c2cccc([N+](=O)[O-])c2)c(C)n1-c1ccccc1	-4%	-2%	-15	-10%	-8%	-8%	-3%	-9%	-13%
CC(OC(=O)CNC(=O)c1sc2ccccc2c1Cl)C(=O)NC1(C#N)CCCCC1 (stereo not given)	·	i	4	-17%	·	-8%	7%	·	-9%
COc1cc([N+](=O)[O-])ccc1NC(=O)c1cccc(NC(=O)C(C)C)c1	-2%	-6%	-4	-17%	4%	72%[activator]	29%	?	-2%
CCOC(=O)c1ccc(NC(=S)NNC(=O)COC)cc1	1%	-4%	·	-13%	-1%	17%	7%	9%	-4%
CN(C)/C=C1\NC(=S)N(c2ccccc2)C1=O	-4%	-1%	-5	-7%	30%	6%	-3%	-8%	-11%
CC[C@]12c3[nH]c4cc(-c5ccco5)ccc4c3CCN1C(=O)[C@@H](CC(=O)NCCCN(C)C)C[C@@H]2C(=O)N1CCN(C(=O)C2CC2)CC1	·	1%	·	-7%	·	13%	4%	·	6%
CCc1cc(=O)oc2cc(C)cc(OC(C)C(=O)NC3CC(C)(C)NC(C)(C)C3)c12 (stereo not given)	-10%	i	3	-8%	7%	-22%	2%	-5%	-5%
FC(F)(F)c1nc(-c2ccncc2)ncc1-c1nnnn1-c1ccccc1	-4%	-8%	3	-6%	1%	13%	15%	-21%	0%
O=C(CSc1nnc(-c2cc3ccccc3cc2O)n1Cc1ccco1)N1CCc2ccccc2C1	-10%	-4%	-17	-18%	?	26%	-5%	?	2%
Cc1ccc(NC(=O)c2ccccc2OCC(=O)c2ccccc2)cc1	0%	-6%	-3	?	-1%	12%	-1%	-18%	-16%
CCC1(c2ccccc2)ON(c2c(Br)cccc2Br)C1=O (stereo not given)	·	i	·	-10%	·	23%	21%	·	9%
CCn1c(C(=O)N2CCC(C(=O)NCCc3ccccc3)CC2)cc2sccc21	-1%	-4%	-12	-16%	3%	13%	·	-10%	-3%
COC(=O)c1c(C)sc(-c2c(-c3ccc(OC)c(F)c3)[nH]c3c2c(=O)n(C)c(=O)n3C)c1O	-1%	·	0	·	27%	?	·	-14%	0%
COC(=O)CSc1nnc(-c2cccnc2)o1	1%	-7%	5	7%	3%	0%	3%	11%	-8%
CN1CCN(c2nc(-c3ccccc3)nc(-c3ccccc3)c2C#N)CC1	1%	-6%	-19	-6%	?	8%	-6%	-6%	-4%
CCS(=O)(=O)NCC(c1cccnc1)N1CCN(c2ccccc2OC)CC1 (stereo not given)	2%	i	-5	-24%	7%	9%	-7%	1%	-8%
O=C(O)CCN1c2cccc3cccc(c23)S1(=O)=O	-4%	-3%	-8	13%	10%	66%[activator]	21%	30%	-6%
COc1ccc(C2=NOC(C(=O)NCCCn3ccnc3)C2)cc1 (stereo not given)	-3%	5%	5	2%	20%	-13%	3%	-7%	-13%
COc1cc(CNc2ccc(C(=O)O)cc2)cc(Br)c1OCC(=O)NC(C)(C)C	3%	4%	-1	-18%	1%	6%	2%	-3%	-7%
COc1ccc(-c2noc(CNS(=O)(=O)c3ccc(Br)cc3)n2)cc1OC	0%	0%	·	-20%	10%	18%	·	-9%	-7%
CCOC(=O)C1(CC2CCCCO2)CCN(Cc2nc3ccccc3[nH]2)CC1 (stereo not given)	1%	-3%	-3	-22%	100%	4%	2%	-11%	-4%[60.1 µM]

# Only part of the results is shown; count on the stated rates, not on these rows.
